Bioassay records (PubChem)
NPSR antagonist: qHTS Assay for Antagonists of the Neuropeptide S Receptor: cAMP Signal Transduction. Q6W5P4. CHO-NPSR cells, cAMP TR-FRET, antagonist mode. Potency, µM (doses to about 38.3 µM), for inactives: at the top dose activity change, negative = inhibition, usual class: inhibitors. 220,000 compounds, 1% hits. AID 1461, 2008; also: potency is read from the fitted curve at half-maximal effect; % is scaled to controls: 0 for no effect and ±100 for the full control effect; nearly all actives have a fitted effect of over 50% in size; many of its hits are not listed in these tables
Tau fluor cs: Counterscreen qHTS for Inhibitors of Tau Fibril Formation, Fluorescence Polarization; tau K18 P301L Alexa594 fluorescence, heparin fibrillization; Potency, µM (top dose mostly 57.7 µM), for inactives: at the top dose activity change, negative = decrease; 280,000 compounds, 0.93% hits; also: potency is read from the fitted curve at half-maximal effect; % is scaled to controls: 0 for no effect and ±100 for the full control effect; nearly all actives have a fitted effect of over 55% in size
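Human tau K18 P301L (15 uM unlabeled, 0.24 uM Alexa 594-labeled) in 100 mM sodium acetate pH 7 with 20 uM heparin, 6 hr at 37 C. ThT 30 uM added, 1 hr ambient; Alexa 594 FP and total fluorescence read at 555/632 nm.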
Tau fibril FP: qHTS for Inhibitors of Tau Fibril Formation, Fluorescence Polarization. Potency, µM (top dose mostly 57.7 µM), for inactives: top-dose activity, negative = inhibition, hits mostly inhibitors. 280,000 compounds, 0.39% hits. K18 P301L tau heparin fibrillization, Alexa594 FP, 6 h; also: potency is read from the fitted curve at half-maximal effect; % is scaled to controls: 0 for no effect and ±100 for the full control effect; nearly all actives have a fitted effect of over 55% in size
Target sequence (P10636 561-689 P618L limits assumed): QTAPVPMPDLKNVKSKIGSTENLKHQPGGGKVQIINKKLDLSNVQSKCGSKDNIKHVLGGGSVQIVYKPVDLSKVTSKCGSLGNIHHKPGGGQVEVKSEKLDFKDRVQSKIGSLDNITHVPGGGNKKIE
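Compound effects on tau fibrillization are measured by Alexa 594 fluorescence polarization (ex 555, em 632 nm). K18 P301L tau is used at 15 uM with 0.24 uM labeled tracer, and 20 uM heparin induces aggregation over 6 hr at 37 C.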
TexasRed fluor: Total Fluorescence Counterscreen for Inhibitors of the Interaction of Thyroid Hormone Receptor and Steroid Receptor Coregulator 2. TRb/SRC2 Texas Red total fluorescence interference. Potency, µM (doses to about 106 µM), inactives show at the top dose fluorescence change, negative = quenching. 280,000 compounds, 0.29% hits. AID 1479, 2009; active = well fitted curve in either direction with a large enough effect; inconclusive = small, poorly fitted or top-dose-only effect; also: potency is read from the fitted curve at half-maximal effect; % is scaled to controls: 0 for no effect and ±100 for the full control effect
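Flags fluorescent or light-absorbing compounds by total fluorescence, S + 2P, at 555 nm excitation and 632 nm emission. Mixture: 20 nM Texas Red SRC2 peptide, 0.6 uM human TRb LBD, 1 uM T3, 5% DMSO; compound exposure 5 h at ambient temperature.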
Epigenetic reg: Quantitative High-Throughput Screen for Regulators of Epigenetic Control | Potency, µM (highest dose often 53.9 µM), for the others: at the top dose GFP activation, hits mostly activators | 280,000 compounds, 0.2% hits | murine LDR cells, GFP reporter derepression, 30 h; also: potency is read from the fitted curve at half-maximal effect; % of control where 0% means no effect; nearly all actives have a fitted effect of over 60% in size
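Murine LDR cells bearing a silenced CMV-driven GFP reporter were exposed to compound for 30 h at 37 C. After PBS washes, GFP-positive cells (20-120 um objects) counted by laser-scanning microplate cytometry.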
aGal spleen mod: qHTS Assay for Inhibitors and Activators of Human alpha-Galactosidase From Spleen Homogenate; Alpha-galactosidase A (Homo sapiens), P06280; human spleen homogenate, 4MU-alpha-Gal fluorescence, 40 min; Potency, µM (doses to about 80 µM), without a hit: top-dose activity change, negative = inhibition, actives largely listed as inhibitors; 240,000 compounds, 0.008% hits; AID 2107, 2009;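 also: potency is read from the fitted curve at half-maximal effect; 0% = enzyme with vehicle and -100% = no enzyme basal signal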
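qHTS titration in buffer at pH 5.0. Alpha-galactosidase activity in spleen homogenate was measured via 4-methylumbelliferone release from 1 mM fluorogenic substrate after 40 min at 37C and a pH 10 stop. AC50 came from Hill fits of control-normalized data.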
CBFb RUNX1 block: qHTS Assay for Compounds Blocking the Interaction Between CBF-beta and RUNX1 for the Treatment of Acute Myeloid Leukemia. Runt-related transcription factor 1 (Homo sapiens) + Core-binding factor subunit beta …. AlphaScreen CBFb-His/RUNX1-biotin binding, biochemical. Potency, µM (series often up to 59.8 µM), for inactives: top-dose activity, negative = inhibition, usual class: inhibitors. 230,000 tested, under 10 active. AID 1477, 2009; also: % of control where 0% means no effect
Target sequence (Q01196 whole entry, looked up): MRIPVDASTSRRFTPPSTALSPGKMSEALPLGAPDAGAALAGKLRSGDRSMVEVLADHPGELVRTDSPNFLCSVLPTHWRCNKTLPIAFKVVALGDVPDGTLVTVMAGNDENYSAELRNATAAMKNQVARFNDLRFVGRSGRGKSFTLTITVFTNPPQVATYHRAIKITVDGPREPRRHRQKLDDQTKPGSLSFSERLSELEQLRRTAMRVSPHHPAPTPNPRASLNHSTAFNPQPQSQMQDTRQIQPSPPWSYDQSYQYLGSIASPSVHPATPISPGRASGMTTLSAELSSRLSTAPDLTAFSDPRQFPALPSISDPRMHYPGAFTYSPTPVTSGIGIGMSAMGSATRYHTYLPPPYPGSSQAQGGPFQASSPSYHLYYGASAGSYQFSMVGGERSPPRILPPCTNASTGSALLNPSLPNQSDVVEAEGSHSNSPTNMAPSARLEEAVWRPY
Target sequence (Q13951 whole entry, looked up): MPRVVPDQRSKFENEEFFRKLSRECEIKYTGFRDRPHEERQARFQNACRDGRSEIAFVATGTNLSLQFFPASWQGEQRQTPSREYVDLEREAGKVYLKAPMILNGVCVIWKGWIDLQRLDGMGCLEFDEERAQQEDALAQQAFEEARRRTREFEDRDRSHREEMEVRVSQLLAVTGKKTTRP
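CBF-beta (His) and RUNX1 (biotin), 30 nM each; 20 min preassociation; + compound, 15 min; + beads 50 ng each (Ni, streptavidin), 90 min; RT; AlphaScreen read.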
TRb-SRC2 inh: qHTS for Inhibitors of the Interaction of Thyroid Hormone Receptor and Steroid Receptor Coregulator 2; Thyroid hormone receptor beta (Homo sapiens), P10828; TRbeta-SRC2 peptide binding, fluorescence polarization; receptor liganded with 1 µM T3; Potency, µM (series often up to 106 µM), for the others: at the highest dose activity change, negative = inhibition, hits mostly inhibitors; 280,000 compounds, 0.065% hits; AID 1469, 2008;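 also: potency is read from the fitted curve at half-maximal effect; plate controls were bound peptide for no effect and peptide without receptor for full effect; nearly all actives have a fitted effect of over 50% in size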
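Binding of a 20-amino-acid Texas Red SRC2 peptide (20 nM) to TRb ligand-binding domain (0.6 uM) with agonist T3 at 1 uM was followed by fluorescence polarization after a 5 hr room-temperature incubation.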
Active calls of the source: *; ? = inconclusive; . = not tested or not shown; & = joins results of further samples; [ ] = another dose, or the depositor's remark. Unless noted, calls follow the shape of the dose curve; as a rule, active = well fitted curve in the direction sought with a large enough effect; inconclusive = small, poorly fitted or top-dose-only effect, or another doubt; inactive = no such curve, though single readings can be large; an effect the other way counts as inactive or inconclusive. This is a subset. The share of hits here may be higher or lower than overall.

(1) COc1cccc(CC2(CO)CCN(C(=O)NCCc3ccccc3)CC2)c1
(2) CCn1c(Cc2ccccc2)nnc1SCC(=O)NC1CCCC1
(3) Cc1cc(NS(=O)(=O)c2ccccc2)cc(Cl)c1O
(4) O=C(CN1CCN(c2ccccn2)CC1)Nc1ccc(F)cc1
(5) COC(=O)C(Cc1ccccc1)NS(=O)(=O)c1ccccc1Br (stereo unspecified)

assay / entry | 1 | 2 | 3 | 4 | 5
NPSR antagonist | 43% | 9% | -23%[46.1 µM] | -5%[46.1 µM] | 12%
TRb-SRC2 inh | 0% | -1% | -12% | -5% | 5%&1%
aGal spleen mod | -3% | -10% | 3% | 2% | -1%&0%
CBFb RUNX1 block | 6% | -3% | 7% | -3% | ?
Tau fluor cs | 0% | -13% | -9% | -1% | -1%
TexasRed fluor | 0% | -1% | 1% | 0% | 1%&5%
Epigenetic reg | -3.1% | 0.5% | -12% | 2.1% | 0.0%
Tau fibril FP | 2% | -10% | -2% | 4% | -1%

Reformatted field by field: two of the compounds above.
(2) CCn1c(Cc2ccccc2)nnc1SCC(=O)NC1CCCC1
  NPSR antagonist: 9%
  TRb-SRC2 inh: -1%
  aGal spleen mod: -10%
  CBFb RUNX1 block: -3%
  Tau fluor cs: -13%
  TexasRed fluor: -1%
  Epigenetic reg: 0.5%
  Tau fibril FP: -10%

(3) Cc1cc(NS(=O)(=O)c2ccccc2)cc(Cl)c1O
  NPSR antagonist: -23%[46.1 µM]
  TRb-SRC2 inh: -12%
  aGal spleen mod: 3%
  CBFb RUNX1 block: 7%
  Tau fluor cs: -9%
  TexasRed fluor: 1%
  Epigenetic reg: -12%
  Tau fibril FP: -2%

Next results.
(6) Cc1ccc(-c2cc(C(=O)Oc3ccccc3)c3cc(C)ccc3n2)cc1
(7) CCOC(=O)CCCNC(=O)CSc1nc2ccc(OCC)cc2[nH]1
(8) O=C(c1ccco1)c1cn(CC(=O)N2CCCc3ccccc32)c2ccccc12
(9) CCn1c(COc2ccccc2C)nnc1SCC(=O)CC(=O)Nc1ccccc1OC
(10) CC(C)C(=O)Nc1ccccc1Cc1ccccc1

assay / entry | 6 | 7 | 8 | 9 | 10
NPSR antagonist | . | 11% | -28%[46.1 µM] | -15%[46.1 µM] | 2%
TRb-SRC2 inh | 0% | 3% | -15% | -2% | 1%
aGal spleen mod | . | 2% | 13% | 3% | 4%
CBFb RUNX1 block | . | 4% | 16% | -2% | 21%
Tau fluor cs | -17% | -11% | -29% | -13% | 3%
TexasRed fluor | -3% | -3% | 5% | 0% | 1%
Epigenetic reg | -1.3% | -1.4% | 3.4% | -1.0% | -1.3%
Tau fibril FP | ? | 7% | 0% | -6% | 3%

(11) CCNS(=O)(=O)c1ccc(NC(=O)c2ccc(Cn3cc([N+](=O)[O-])cn3)o2)cc1
(12) C=CCn1c(SCC(N)=O)nnc1-c1cc2c(s1)CCC(CC)C2 (stereo unspecified)
(13) CCOC(=O)c1cnc2c(C#N)c(C)nn2c1C
(14) N#CCN1CCC2(O)CCCCC2C1c1ccc2c(c1)OCO2 (stereo unspecified)
(15) NC(=O)C1CCN(C(=O)CSCc2ccccc2Cl)CC1

assay / entry | 11 | 12 | 13 | 14 | 15
NPSR antagonist | 4% | -13% | 4%[46.1 µM] | -13% | -9%[46.1 µM]
TRb-SRC2 inh | 6% | -14% | -12% | 0% | -8%
aGal spleen mod | -1% | 8% | 9% | -2% | -5%
CBFb RUNX1 block | -1% | 11% | 5% | 10% | -4%
Tau fluor cs | 1% | 2% | -13% | -10% | -2%
TexasRed fluor | 0% | 1% | 2% | -3% | 0%
Epigenetic reg | 2.6% | 0.0% | -1.9% | -1.0% | 2.9%
Tau fibril FP | 0% | 6% | 6% | 5% | -3%

(16) CC(=O)Nc1ccc(C(=O)Nc2nc(-c3cc(C)n(Cc4ccccc4)c3C)cs2)cc1
(17) CC(O)(C(=O)Nc1ccc(S(=O)(=O)c2ccccc2)cc1)C(F)(F)F (stereo unspecified)
(18) COC(=O)CNc1nc(C2CC2)nc2c1nnn2Cc1ccccc1Cl
(19) CC(NC(=S)Nc1ccc(OC(F)F)c(Cl)c1)C(C)(C)C (stereo unspecified)
(20) COc1cccc(OCCSc2nc(N)cc(N)n2)c1
(21) CN1CCN(NC(=O)CN2C(=O)/C(=C/c3ccccc3F)SC2=S)CC1
(22) Cc1ccc(Nc2c(-c3ccc(N(C)C)cc3)nc3ncccn23)cc1

assay / entry | 16 | 17 | 18 | 19 | 20 | 21 | 22
NPSR antagonist | 0% | . | -8%[46.1 µM] | -32% | -3%[46.1 µM] | 3% | 49%
TRb-SRC2 inh | 0% | 2%&10% | 1% | -2% | 6% | 4% | -1%
aGal spleen mod | -1% | 4%&-27% | 0% | -8% | 6% | 4% | 2%
CBFb RUNX1 block | -10% | 28%&14% | 10% | 6% | 0% | -6% | -2%
Tau fluor cs | ? | -21%&-10% | -6% | -29% | -13% | -12% | ?
TexasRed fluor | -2% | -2%&-2% | -3% | 1% | 1% | 10% | -1%
Epigenetic reg | 0.0% | 2.1%&1.1% | -2.0% | -0.3% | -4.1% | 0.0% | -0.4%
Tau fibril FP | 7% | -17%&-17% | -2% | -14% | -4% | -7% | 11%

From entry 18 as far as 21, copied from above:
(18) COC(=O)CNc1nc(C2CC2)nc2c1nnn2Cc1ccccc1Cl
(19) CC(NC(=S)Nc1ccc(OC(F)F)c(Cl)c1)C(C)(C)C (stereo unspecified)
(20) COc1cccc(OCCSc2nc(N)cc(N)n2)c1
(21) CN1CCN(NC(=O)CN2C(=O)/C(=C/c3ccccc3F)SC2=S)CC1

assay / entry | 18 | 19 | 20 | 21
NPSR antagonist | -8%[46.1 µM] | -32% | -3%[46.1 µM] | 3%
TRb-SRC2 inh | 1% | -2% | 6% | 4%
aGal spleen mod | 0% | -8% | 6% | 4%
CBFb RUNX1 block | 10% | 6% | 0% | -6%
Tau fluor cs | -6% | -29% | -13% | -12%
TexasRed fluor | -3% | 1% | 1% | 10%
Epigenetic reg | -2.0% | -0.3% | -4.1% | 0.0%
Tau fibril FP | -2% | -14% | -4% | -7%
